TEAD-YAP inh: TEAD-YAP interaction inhibition. HEK-TIYL cells, TEAD-Gal4/YAP UAS-luciferase luminescence. inhibition, % at 9.12 µM. 1.4% of 640,000 active; in the data active = inhibition above about 32%;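 also: 0% = median of test compound wells and 100% = reference inhibitor wells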
MITF primary: blocks human microphthalmia-associated transcription factor. O75030. AlphaScreen MITF homodimerization, bead proximity signal. inhibition, % at 2.6 µM. 0.91% of 650,000 active. AID 1259374; in the data active = inhibition above about 50%;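 also: 0% = vehicle wells with protein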
GPR151 ag: human GPR151 activation | Q8TDV0 | PathHunter beta-arrestin GPR151 cells, luminescence | activation, % at 11.2 µM | 1% of 650,000 active | AID 1508602; in the data active = activation above about 4.9%;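 also: 0% = median of compound wells and 100% = cells with positive control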
Target sequence (Q8TDV0 whole entry, looked up): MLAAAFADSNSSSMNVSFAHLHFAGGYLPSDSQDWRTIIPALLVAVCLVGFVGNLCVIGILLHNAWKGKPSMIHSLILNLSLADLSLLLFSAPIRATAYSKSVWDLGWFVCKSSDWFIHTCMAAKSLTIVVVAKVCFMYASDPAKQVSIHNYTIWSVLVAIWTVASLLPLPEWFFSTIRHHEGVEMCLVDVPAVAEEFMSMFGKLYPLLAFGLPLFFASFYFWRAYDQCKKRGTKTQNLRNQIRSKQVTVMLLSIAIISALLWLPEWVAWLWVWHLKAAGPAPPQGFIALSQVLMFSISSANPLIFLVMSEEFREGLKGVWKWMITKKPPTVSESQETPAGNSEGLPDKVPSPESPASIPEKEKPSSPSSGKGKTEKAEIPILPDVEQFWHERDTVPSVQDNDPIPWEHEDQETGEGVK
FBW7 act: human FBW7 E3 ligase activation, primary screen; Q969H0; normalized activity (activation), % at 26.1 µM; AID 1259310; AlphaScreen FBW7–phospho-cyclin E peptide binding, activator screen; 0.13% of 650,000 active; in the data active = normalized activity above about 1.9%;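 also: purified mutant Fbw7 with reduced substrate affinity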
Target sequence (Q969H0 whole entry, looked up): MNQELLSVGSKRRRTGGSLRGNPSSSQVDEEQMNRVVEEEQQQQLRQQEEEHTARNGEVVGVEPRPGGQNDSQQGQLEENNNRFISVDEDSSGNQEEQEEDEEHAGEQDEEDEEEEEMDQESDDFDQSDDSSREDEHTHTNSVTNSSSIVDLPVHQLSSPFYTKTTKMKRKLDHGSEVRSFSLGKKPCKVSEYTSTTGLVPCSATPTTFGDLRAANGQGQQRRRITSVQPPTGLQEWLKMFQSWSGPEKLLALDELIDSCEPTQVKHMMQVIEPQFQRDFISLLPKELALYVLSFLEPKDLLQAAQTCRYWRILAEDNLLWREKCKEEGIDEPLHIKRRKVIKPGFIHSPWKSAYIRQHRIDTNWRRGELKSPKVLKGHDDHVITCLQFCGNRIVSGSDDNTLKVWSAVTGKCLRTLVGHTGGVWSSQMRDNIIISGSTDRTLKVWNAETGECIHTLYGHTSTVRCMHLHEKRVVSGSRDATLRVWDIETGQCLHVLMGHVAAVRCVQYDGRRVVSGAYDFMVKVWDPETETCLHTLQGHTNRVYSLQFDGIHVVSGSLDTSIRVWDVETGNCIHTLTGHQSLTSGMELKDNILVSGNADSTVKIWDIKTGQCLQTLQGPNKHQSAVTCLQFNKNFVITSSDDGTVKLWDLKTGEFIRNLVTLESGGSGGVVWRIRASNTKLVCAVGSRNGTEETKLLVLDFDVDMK
* hit, by the source's call.

SMILES | TEAD-YAP inh | MITF primary | GPR151 ag | FBW7 act
Cc1ccccc1C(c1ncccc1C)N(C)C(=O)C1CCN(C(=O)NC(C)C)CC1 (configuration not stated) | 3.5 | 11.6 | -0.3 | 0.0
CCOc1ccccc1NC(=O)Nc1ccc2c(c1)CCCN2C(=O)c1ccccc1 | 13.7 | 11.2 | -0.3 | 0.2
COCC(=O)NCCNc1nc2c(C)cccc2cc1C#N | 10.2 | 23.9 | -0.4 | 0.1
COc1ccc(NC(=O)CSc2nc3ccccc3nc2Cc2ccccc2OC)cc1Cl | 10.8 | -11.8 | -0.8 | 0.4
CCCCOc1ccc(S(=O)(=O)n2cnc(C)c2)cc1 | -4.6 | 3.5 | 0.3 | -0.1
COc1ccc(/C=N/NC(=O)C(=O)Nc2ccc(Br)cc2)c(OC)c1 | 1.0 | 18.8 | 2.1 | 0.0
O=C(NCCc1ccccc1)C1CC(=O)N(Cc2ccc3c(c2)OCO3)C(=Nc2cccc(C(F)(F)F)c2)S1 (configuration not stated) | 8.1 | 15.1 | -0.4 | 0.1
COc1ccc(CCNc2cc(-c3c(C)nn(C)c3C)ncn2)cc1 | 9.9 | 8.6 | 1.3 | -0.2
CC1CC(C)(C)NC(=S)N1CC(=O)NC1CCCCCC1 (configuration not stated) | -3.0 | 5.9 | 0.6 | -0.1
Cc1cc(C)c2c(c1)C1(OCCO1)C(=O)N2 | 1.1 | -5.5 | 0.3 | 0.0
Cc1cc(=O)[nH]c(SCc2c(Cl)cccc2Cl)n1 | -3.9 | -4.3 | 0.6 | -0.2
c1cc(CSc2nc3ccccc3o2)nc(CSc2nc3ccccc3o2)c1 | -2.6 | 3.1 | 0.6 | 0.0
COc1ccccc1N1CCN(C2CCN(C(=O)Cc3ccccc3)CC2)CC1 | -1.1 | 48.1 | -0.8 | -0.2
O=C(/C=C/c1ccccc1)NNC(=O)C(=O)NCc1ccccc1 | -2.8 | -4.1 | 1.9 | 0.0
Cn1cnnc1SCCNC(=O)CC1C(=O)NCCN1C/C=C/c1ccccc1 (configuration not stated) | 4.6 | -2.9 | 1.2 | 0.0
O=C(Nc1ccc2c(c1)CCC2)c1snc2c(=O)[nH]cnc12 | 11.3 | 9.2 | 0.5 | 0.0
CCCCCOC(=O)C1=C(C)NC2=C(C(=O)CC(C)(C)C2)C1c1ccc(Cl)cc1Cl (configuration not stated) | 3.6 | -0.5 | -0.5 | 0.0
CC(C)(C)NC(=O)CN(C(=O)Cn1nnc(-c2ccc(Cl)cc2)n1)c1ccccc1F | 16.1 | 10.2 | -0.3 | 1.2
CCN1CCN(C(=O)c2ccc(CS(=O)c3ccc(Br)cc3)o2)CC1 (configuration not stated) | 5.4 | 8.0 | -0.1 | 0.2
CSc1cccc(NC(=O)CN(C)S(=O)(=O)c2ccc3c(c2)SCC(=O)N3)c1 | 7.9 | -5.3 | 1.1 | 0.1
CCSc1ccc(-c2ccccn2)nn1 | -38.5 | 82.4* | -3.3 | -0.2
O=C(CCc1ccccc1)NN1C(=O)C2C3C=CC(O3)C2C1=O (configuration not stated) | 0.2 | 30.0 | -1.1 | 0.8
COC(=O)N/N=C/c1cn(-c2ccccc2)nc1-c1cc2ccccc2oc1=O | 8.2 | 11.6 | -1.5 | 0.2
COc1ccc(C(CCNCc2ccccc2)C2CCOC(C)(C)C2)cc1 (configuration not stated) | 18.1 | -0.9 | -0.5 | -0.1
COc1ccc(C(c2ccccn2)N(C)C(=O)C2CCN(C(=O)OC(C)C)CC2)cc1 (configuration not stated) | -1.3 | -12.6 | 1.6 | -0.6
CCOC(=O)C1CCCN(c2ncnc3c2cnn3-c2cccc(C)c2)C1 (configuration not stated) | 20.1 | 13.9 | -4.1 | 0.1
C=CCc1cccc(Cl)c1OCCCNCCN1CCOCC1 | 8.8 | 56.3* | 0.2 | -0.2
CCOC(=O)CNC(=O)CSc1ccc(Br)cc1 | -0.1 | -7.5 | -0.8 | -0.1
CC(Oc1cccc2cccnc12)C(=O)NNC(=S)NC(=O)c1cc2ccccc2oc1=O (configuration not stated) | 3.9 | 7.0 | -0.2 | 0.1
CCSc1nnc(NC(=O)c2ccc(C(C)(C)C)cc2)s1 | -17.4 | -0.7 | 1.2 | -0.1
COc1ccc(NC(=S)c2ccccn2)cc1 | 60.5* | 1.6 | -10.7 | -0.2
CCc1cccc(NC(=O)c2sccc2S(=O)(=O)N(C)c2ccc(C)cc2)c1 | -4.6 | -2.3 | 6.0* | -0.4
COc1cccc(C(=O)NNC(=O)/C=C/c2ccccc2)c1 | 7.0 | 8.9 | 2.2 | -0.1
CCOC(=O)CSc1nnc(CNC(=O)c2ccccc2F)n1-c1ccccc1OC | -4.7 | -30.6 | -1.0 | 0.1
Fc1ccc(-n2c(Cc3ccsc3)n[nH]c2=S)cc1 | 0.4 | 12.8 | -2.5 | 1.0
CCN(CC)S(=O)(=O)c1ccc(Cl)c(C(N)=O)c1 | -4.2 | 15.3 | -0.1 | 0.3
Cc1cccc(N2C(=O)c3ccc(C(=O)Nc4ccccc4O)cc3C2=O)c1 | -0.5 | -4.4 | -6.2 | 0.0
O=C1C(=O)N(CCNCCO)C(c2ccccn2)/C1=C(\O)c1ccccc1 (configuration not stated) | 10.2 | 21.2 | 0.7 | -0.1
CCOC(=O)Nc1nnc(CSCCOc2ccc(OC)cc2)s1 | 0.3 | -25.6 | -0.1 | 0.1
CCN(CC)C(=O)c1c(NC(=O)c2ccccc2F)sc2c1CCC(C)C2 (configuration not stated) | -13.4 | -3.8 | -0.8 | -0.1
Cc1c(C(c2cc3c(cc2Cl)OCO3)c2c(C)n(C)n(-c3ccccc3)c2=O)c(=O)n(-c2ccccc2)n1C | 0.3 | -11.1 | -1.1 | -0.2
CCOC(=O)N1CCc2c(sc3c2C(=O)NC(c2cc(OC)c(O)c(OC)c2)N3)C1 (configuration not stated) | -4.3 | -6.6 | 0.8 | -0.1
Cc1ccc(N2CCN(C(=O)c3ccc([N+](=O)[O-])cc3)CC2C)cc1 (configuration not stated) | -20.0 | 20.9 | -1.7 | -0.1
CC1CC(C)CN(C(=O)CCNC(=O)Cn2cnc3ccccc3c2=O)C1 (configuration not stated) | -2.3 | -2.3 | 0.9 | -0.1
O=C(NC12CC3CC(CC(C3)C1)C2)N1CCCC(c2ccccc2)C1 (configuration not stated) | 5.4 | 9.1 | 1.7 | 0.0
CCCCNS(=O)(=O)c1ccc2nc(-c3cccnc3)cc(C(=O)NC(C)CC)c2c1 (configuration not stated) | 8.6 | -0.8 | 0.7 | 0.0
CC(CCn1cccn1)N1CCC2(CC1)CC2C(=O)N1CCc2ccccc2C1 (configuration not stated) | 3.3 | 16.8 | -0.8 | -0.1
CCCOC(=O)C1=C(C)NC2=C(C(=O)CCC2)C1c1ccc(Cl)c(Cl)c1 (configuration not stated) | 2.3 | 11.7 | 0.4 | 0.3

Limited to FBW7 act, for 2 of the compounds above:
SMILES	FBW7 act
O=C1C(=O)N(CCNCCO)C(c2ccccn2)/C1=C(\O)c1ccccc1 (configuration not stated)	-0.1
CCCOC(=O)C1=C(C)NC2=C(C(=O)CCC2)C1c1ccc(Cl)c(Cl)c1 (configuration not stated)	0.3

Going on with the list:
SMILES | TEAD-YAP inh | MITF primary | GPR151 ag | FBW7 act
CCC1(CCC(=O)NC(c2ccccc2)c2ccncc2)CCC(=O)N1 (configuration not stated) | -11.4 | 0.5 | -1.0 | 0.0
O=C(CN1CCCCC1)Nc1nonc1NC(=O)CN1CCCCC1 | 4.8 | 5.6 | -1.7 | 0.0
CCOc1ccccc1-n1c(SCC(N)=O)nnc1-c1ccco1 | -6.3 | 12.6 | 0.3 | 1.5
O=C(CSc1nc2ccccc2[nH]1)Nc1ccc(Cl)c(C(=O)O)c1 | -3.5 | -2.6 | 0.2 | -0.6
CCOc1ccc(C(=O)Cc2cc(OC)c(OC)cc2[N+](=O)[O-])cc1 | -1.3 | 4.2 | -0.6 | -0.1
COc1ccc(NC(=O)COC(=O)[C@@H](NC(=O)c2c(F)cccc2F)C(C)C)cc1 | 7.3 | -8.4 | 0.7 | 0.1
O=C(Cc1ccc(Br)cc1)N(Cc1ccccc1)c1ccccn1 | -2.9 | -12.5 | -0.3 | 0.1
Cc1cccc(-n2nnc(-c3nc(-c4ccccc4)no3)c2N)c1C | -22.7 | 2.9 | -0.2 | -0.1
CN=C1Cn2c(nc3ccccc3c2=O)CN1C | 4.7 | 6.0 | -1.6 | 0.5
Cc1cc(Sc2nc(NC(C)(C)C)nc(N3CCOCC3)n2)nc(Cl)n1 | -17.0 | -8.3 | 0.6 | 0.0
CCOC(=O)CNC(=O)CNC(=O)Cn1cnc2sc(C)c(C)c2c1=O | 10.7 | 1.0 | 0.6 | 0.0
NS(=O)(=O)c1ccc(Nc2nc(-c3ccccc3)cs2)cc1 | -23.6 | 7.1 | 1.2 | 0.0

Another view of six compounds above:
| canonical_smiles | TEAD-YAP inh | MITF primary | GPR151 ag | FBW7 act |
| --- | --- | --- | --- | --- |
| CCC1(CCC(=O)NC(c2ccccc2)c2ccncc2)CCC(=O)N1 (configuration not stated) | -11.4 | 0.5 | -1.0 | 0.0 |
| O=C(CN1CCCCC1)Nc1nonc1NC(=O)CN1CCCCC1 | 4.8 | 5.6 | -1.7 | 0.0 |
| CCOc1ccccc1-n1c(SCC(N)=O)nnc1-c1ccco1 | -6.3 | 12.6 | 0.3 | 1.5 |
| O=C(CSc1nc2ccccc2[nH]1)Nc1ccc(Cl)c(C(=O)O)c1 | -3.5 | -2.6 | 0.2 | -0.6 |
| CCOc1ccc(C(=O)Cc2cc(OC)c(OC)cc2[N+](=O)[O-])cc1 | -1.3 | 4.2 | -0.6 | -0.1 |
| COc1ccc(NC(=O)COC(=O)[C@@H](NC(=O)c2c(F)cccc2F)C(C)C)cc1 | 7.3 | -8.4 | 0.7 | 0.1 |

The results go on:
SMILES | TEAD-YAP inh | MITF primary | GPR151 ag | FBW7 act
COc1ccc(CCNC(=O)c2c(O)c3cc(OC)c(OC)cc3[nH]c2=O)cc1OC | 10.8 | 12.5 | -0.8 | 1.4
CCOc1ccc(N(CC(=O)NC(C)CC)S(=O)(=O)c2ccccc2)cc1 (configuration not stated) | 6.0 | 7.6 | 2.9 | 0.0
Cc1ccc(C2CC(c3cccs3)=NN2C(=O)CSc2nnc(CNC(=O)c3ccccc3F)n2-c2ccc([N+](=O)[O-])cc2)cc1 (configuration not stated) | 10.7 | 3.2 | 1.1 | 0.0
COc1ccc(C(=O)Nc2ccc3nc4n(c(=O)c3c2)CCCCC4)cc1[N+](=O)[O-] | 10.0 | 11.8 | -0.3 | 0.1
Cc1nn(C(=O)COc2ccccc2[N+](=O)[O-])c(C)c1Sc1ccc(Cl)cc1 | -1.8 | 0.1 | -0.9 | 0.0
OC(CNCCN1CCOCC1)COC1CCCc2ccccc21 (configuration not stated) | 7.2 | 72.8* | 0.3 | -0.1
Cc1ccc(F)cc1NC(=O)CCNS(=O)(=O)c1cccc(C(F)(F)F)c1 | 1.0 | 1.3 | -0.6 | 0.1
COCCOC(=O)C1=C(C)NC2=C(C(=O)CC(c3ccccc3)C2)C1c1ccc(OC)cc1 (configuration not stated) | 10.6 | 6.7 | -1.1 | 0.2
Cc1cccc(-n2ccnc2SCC(=O)NC2CCCC2)c1 | 10.1 | -3.8 | 0.7 | -0.1
O=C(Nc1cccn(Cc2ccc(Cl)c(Cl)c2)c1=O)C(Cl)(Cl)Cl | -4.2 | -1.7 | 3.6 | -0.1
COc1ccccc1CCc1nnc(CCC(=O)NC(C)Cc2cccnc2)o1 (configuration not stated) | -6.3 | -7.4 | -0.4 | -0.1
CC(C)c1ccccc1NC(=O)COc1ccccc1 | -3.1 | 4.8 | -0.1 | 0.3
O=C(C1CN(Cc2ccc(Cl)s2)CCN1C(=O)c1cccnc1)N1CCCC1 (configuration not stated) | 1.1 | -0.2 | 3.5 | 0.0
Cc1ccc(CCNC(=O)CS(=O)Cc2nc(-c3ccccc3Cl)oc2C)cc1 (configuration not stated) | -3.5 | 9.5 | -0.2 | 0.0
COc1ccc(N(C)C(=O)NCc2noc3ccccc23)c(OC)c1 | -12.9 | -7.4 | -1.5 | -0.2
COc1cc(CNC2CCCCCC2)cc(OC)c1 | 1.3 | 18.1 | 0.3 | 1.1
COCCn1c(=O)[nH]c2nc(-c3cccc(-c4ccccc4)c3)cnc21 | 2.7 | -8.0 | -0.6 | -0.2
CC(=O)NC1(c2ccccc2C)CCN(Cc2ccccc2)CC1 | -3.6 | 8.9 | -0.8 | 0.4
COc1ccc(NC(=O)c2cc3ccccc3cc2OC)c([N+](=O)[O-])c1 | -2.2 | -3.3 | 0.4 | -0.1
Cc1ccc(CNc2ccnc3c(-c4ccc(CO)cc4)cnn23)c(C)c1 | -0.9 | 10.3 | 1.2 | 0.1
O=c1c2cccc3cccc(c32)c2nc3ccccc3n12 | 0.8 | 6.6 | -1.8 | 0.0
C/C=C(\C)CN1CCc2nnc(CCNC(=O)C3CCC3)n2CC1 | -5.9 | -5.4 | 1.2 | -0.1
Cc1ccccc1C(NC(=O)C1CCN(C(=O)Cc2cccs2)CC1)c1ccccn1 (configuration not stated) | 8.2 | -6.7 | -1.1 | 0.0
CN1CCN(C(=O)c2cccc([N+](=O)[O-])c2)CC1 | 12.3 | 0.6 | 1.3 | 0.1
O=S(=O)(Nc1ccc(S(=O)(=O)Nc2ccccc2Cl)cc1)c1ccc(F)cc1 | 12.7 | 19.7 | -1.5 | 0.1
CN(C)Cc1c(O)ccc2c(=O)c(-c3ccc(Cl)cc3)c(C(F)(F)F)oc12 | -6.9 | -2.6 | 0.9 | 0.0
CN1C(=O)CC(c2ccccc2)C2=C1CC(C)(C)CC2=O (configuration not stated) | -4.6 | 20.6 | -1.7 | 0.7
Cc1ccc(N2C(=O)c3cccc4c(N(C)C)ccc(c34)C2=O)cc1 | -3.3 | -3.6 | 2.9 | 0.1
CN(C)c1ccc(CN2CCc3ccccc3C2)cc1 | 9.1 | 34.5 | -0.9 | -0.2
